Assay outcomes (PubChem)
PfHsp40 rescue – rescue of PfHsp40-mediated yeast toxicity | growth rescue, % at 12.5 µM | S. cerevisiae expressing PfHsp40, growth rescue, ATP luminescence | 340,000 tested, 0.68% active; in the data active = growth rescue above about 28%, passing the limit was not always enough; inconclusive = no clear call, values can overlap the other calls;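 also: yeast W303a lacking pdr1 and pdr3 grown in galactose medium; growth measured after three days at 30 °C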
BoNT-F LC inh – inhibitors of Botulinum neurotoxin F light chain protease | Multiplex microsphere protease cleavage assay, flow cytometry | inhibition, % at 10 µM | 360,000 tested, 0.22% active | AID 588497; in the data active = inhibition above about 35%, passing the limit was not always enough; inconclusive = no clear call, values can overlap the other calls; also: plate controls were buffer without enzyme for full effect and enzyme alone for no effect
GDH-TPI counter – inhibits GDH-TPI coupling enzymes, artifact for Mtb FBA screen; GDH-TPI coupled enzyme counterscreen, NADH absorbance; inhibition, % at 4.8 µM; 360,000 tested, 1.2% active; AID 588335; in the data active = inhibition above about 30%;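 also: 0% = DMSO wells and 100% = wells lacking the enzyme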
Mtb BioA inh – blocks M. tuberculosis BioA enzyme activity; purified M. tuberculosis BioA enzyme, plate reader; inhibition, % at 9.99 µM; 360,000 tested, 0.096% active; AID 602481; in the data active = inhibition above about 40%; inconclusive = no clear call, values can overlap the other calls
Anthrax LF inh2 – blocks Bacillus anthracis lethal factor protease; P15917; multiplex microsphere protease cleavage assay, LF; inhibition, % at 10 µM; 360,000 tested, 0.12% active; also: plate controls were buffer without enzyme for full effect and enzyme alone for no effect
FadD28 binding – M. tuberculosis FadD28 bisubstrate binding inhibition | FadD28 bisubstrate probe binding, fluorescence polarization | inhibition, % at 12.5 µM | 360,000 tested, 0.22% active; in the data active = inhibition above about 8.5%, passing the limit was not always enough; inconclusive = no clear call, values can overlap the other calls
Mtb FBA inh – inhibitors of M. tuberculosis fructose-bisphosphate aldolase; P9WQA3; purified M. tuberculosis FBA, fluorescence read-out; inhibition, % at 1 µM; 360,000 tested, 2.3% active; AID 588726; in the data active = inhibition above about 27%;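 also: 0% = vehicle and 100% = reference inhibitor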
Target sequence (P9WQA3 whole entry, looked up): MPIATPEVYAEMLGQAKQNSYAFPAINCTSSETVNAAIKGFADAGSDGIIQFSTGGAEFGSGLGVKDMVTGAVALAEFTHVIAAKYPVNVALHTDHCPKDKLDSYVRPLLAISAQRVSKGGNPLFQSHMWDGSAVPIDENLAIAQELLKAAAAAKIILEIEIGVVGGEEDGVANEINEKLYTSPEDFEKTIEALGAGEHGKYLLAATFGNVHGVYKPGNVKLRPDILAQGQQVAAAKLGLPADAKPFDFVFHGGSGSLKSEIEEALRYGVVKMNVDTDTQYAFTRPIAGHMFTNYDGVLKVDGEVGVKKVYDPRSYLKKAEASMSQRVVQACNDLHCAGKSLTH
Mtb UGM inh – Mtb UDP-galactopyranose mutase inhibition | inhibition, % at 10 µM | purified UGM, fluorescence polarization probe displacement | AID 504406 | 320,000 tested, 0.06% active; in the data active = inhibition above about 10%, passing the limit was not always enough; inconclusive = no clear call, values can overlap the other calls
Target sequence (P9WIQ1 whole entry, looked up): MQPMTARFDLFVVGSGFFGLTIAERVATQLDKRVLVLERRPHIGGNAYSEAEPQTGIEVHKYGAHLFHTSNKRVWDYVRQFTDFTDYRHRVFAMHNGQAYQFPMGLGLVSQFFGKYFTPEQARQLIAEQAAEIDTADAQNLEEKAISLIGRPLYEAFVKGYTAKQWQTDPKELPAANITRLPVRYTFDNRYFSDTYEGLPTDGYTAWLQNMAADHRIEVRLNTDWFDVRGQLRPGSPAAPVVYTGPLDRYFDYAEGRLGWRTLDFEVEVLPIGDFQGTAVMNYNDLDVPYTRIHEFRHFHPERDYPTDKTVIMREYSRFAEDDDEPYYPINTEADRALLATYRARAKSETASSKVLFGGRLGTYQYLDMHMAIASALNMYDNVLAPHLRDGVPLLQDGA
BoNT-A LC inh2 – blocks Botulinum neurotoxin A light chain protease; 360,000 tested, 0.17% active; multiplex microsphere protease substrate cleavage, flow cytometry; AID 588499; inhibition, % at 10 µM; also: plate controls were buffer without enzyme for full effect and enzyme alone for no effect
* = called active by the depositor; ? = inconclusive; · = not tested or not shown; & = joins results of further samples. Rule as the data show it, unless noted: active = inhibition above about 30%; inconclusive = no clear call, values can overlap the other calls; inactive = below that.

SMILES	PfHsp40 rescue	BoNT-F LC inh	GDH-TPI counter	Mtb BioA inh	Anthrax LF inh2	FadD28 binding	Mtb FBA inh	Mtb UGM inh	BoNT-A LC inh2
CCOC(=O)C(=Nc1ccc(Cl)cc1)NO	-0.9	0	-1	0.4	-1	-1.8	4	1.5	-0.3
CN(C)c1ccc(CN(C(=O)C2COc3ccccc3O2)C2CCS(=O)(=O)C2)cc1 (stereo unspecified)	?	0	-4	-1.1	-4	-2.2	4	5.8	-0.4
O=C(Nc1ccnn1C1CCN(C/C=C/c2ccccc2)CC1)c1cccc(F)c1	-0.1	0	2	-3.6	1	-3.1	-1	-2.1	-0.7
CC(C)N1CCN(Cc2ccc(OC3CCCC3)cc2)CC1CCO (stereo unspecified)	-1.6	-6	-9	-1.7	-11	-4.6	0	0.1	2.6
Cc1ccn2cc(-c3ccc(NC(=O)c4ccco4)cc3)nc2c1	0.6	-5	33*	-0.4	-2	-3.9	0	-3.2	-0.5
O=C(CCS(=O)(=O)c1cccs1)Nc1ccc(C(=O)NCc2cccs2)cc1	-0.7	0	1	-1.4	1	-0.3	2	4.4	0.7
CCc1ccc(NC(=S)/N=C(\N)Nc2nc(C)c3cc(CC)ccc3n2)cc1	0.1	-4	4	·	0	-3.2	2	-1.5	-0.3
CN(C(=O)CSc1cccc[n+]1[O-])c1ccccc1	0.1	9	1	2.5	-2	-1.5	-1	1.9	3.0
C[C@H](NC(=O)CCC1CCC(=O)N1)c1ccccc1 (stereo partly specified)	-1.0	0	-1	-2.1	3	-4.4	1	0.0	0.7
COc1ccc(NC(=O)COc2ccc(C(=O)c3ccc(F)cc3)cc2)cc1S(N)(=O)=O	2.1	-7	-2	-3.3	-1	-5.2	0	-0.2	-1.0
Cc1cccc(NC(=S)Nc2c(C)n(C)n(-c3ccccc3)c2=O)c1C	-1.4	-3	4	·	-3	-1.4	-1	1.0	-1.2
N#Cc1c(NC(=O)CSc2nnc(-c3ccccc3O)n2-c2ccccc2)sc2c1CCCC2	-1.4	8	2	0.1	0	0.4	1	-1.9	-0.1
CC(C)(C)c1ccc(OCCC(=O)OCC(=O)Nc2cccnc2Cl)cc1	0.1	-10	5	0.2	-3	0.0	-1	0.1	2.0
C=CCOC(=O)/C(=C/c1cccc2ccccc12)NC(=O)c1ccccc1	2.4	-2	17	-2.8	-3	-1.5	1	3.1	1.3
CC(C)NC(=O)N(C)C[C@H]1Oc2c(NC(=O)C3CCCCC3)cccc2C(=O)N([C@H](C)CO)C[C@@H]1C	-1.9	-1	-4	-1.4&-0.3	2	0.5	1	3.1	-0.4
O=C(Cc1cccc2ccccc12)NCC(=O)Nc1ccccc1F	-1.4	5	-8	-1.3	-1	-1.7	0	2.6	-1.4
O=C(NCC1CCCO1)c1cc2c(=O)[nH]c3ccccc3c2s1 (stereo unspecified)	0.4	2	-2	·	-3	-6.4	35*	-3.6	-0.8
Cc1cc(C)nc(SCC(=O)OCC(=O)N(C)c2c(N)n(Cc3ccccc3)c(=O)[nH]c2=O)n1	0.2	11	-12	0.8	5	2.1	3	-1.4	5.2
CCc1noc(C)c1C(=O)N1CCCSC1=Nc1ccccc1C(C)C	-0.3	?	6	1.0	?	-2.6	6	-1.2	?
Cc1ccc(C)c(NC(=O)CN(C)C(=O)c2cccc(N3C(=O)CCC3=O)c2)c1	-1.9	10	3	-1.1	2	-3.5	1	1.0	1.1
CC(/C=N/NC(=O)c1nnn(-c2nonc2N)c1CN1CCCCC1)c1ccccc1 (stereo unspecified)	0.3	-6	2	1.0	-8	-3.5	-1	-1.3	-1.4
CCN(C(=O)COC(=O)c1cc(-c2cccs2)nc2ccccc12)C1CCS(=O)(=O)C1 (stereo unspecified)	1.0	-13	16	·	-3	-6.0	72*	-1.7	0.5
Fc1ccc(N/N=C/c2cccnc2)c(F)c1	0.6	-1	9	·	-1	-0.5	3	0.1	-0.9
Cc1cc(C)c(OCC(=O)NCC2COc3ccccc3O2)c(C)c1 (stereo unspecified)	6.9	-8	-3	1.0	-4	-0.6	0	4.7	0.1

Some of the entries so far, with two lines to a compound:
Values run as follows: PfHsp40 rescue	BoNT-F LC inh	GDH-TPI counter	Mtb BioA inh	Anthrax LF inh2	FadD28 binding	Mtb FBA inh	Mtb UGM inh	BoNT-A LC inh2
C[C@H](NC(=O)CCC1CCC(=O)N1)c1ccccc1 (stereo partly specified)
  -1.0	0	-1	-2.1	3	-4.4	1	0.0	0.7
COc1ccc(NC(=O)COc2ccc(C(=O)c3ccc(F)cc3)cc2)cc1S(N)(=O)=O
  2.1	-7	-2	-3.3	-1	-5.2	0	-0.2	-1.0
Cc1cccc(NC(=S)Nc2c(C)n(C)n(-c3ccccc3)c2=O)c1C
  -1.4	-3	4	·	-3	-1.4	-1	1.0	-1.2
N#Cc1c(NC(=O)CSc2nnc(-c3ccccc3O)n2-c2ccccc2)sc2c1CCCC2
  -1.4	8	2	0.1	0	0.4	1	-1.9	-0.1
CC(C)(C)c1ccc(OCCC(=O)OCC(=O)Nc2cccnc2Cl)cc1
  0.1	-10	5	0.2	-3	0.0	-1	0.1	2.0
C=CCOC(=O)/C(=C/c1cccc2ccccc12)NC(=O)c1ccccc1
  2.4	-2	17	-2.8	-3	-1.5	1	3.1	1.3
CC(C)NC(=O)N(C)C[C@H]1Oc2c(NC(=O)C3CCCCC3)cccc2C(=O)N([C@H](C)CO)C[C@@H]1C
  -1.9	-1	-4	-1.4&-0.3	2	0.5	1	3.1	-0.4
O=C(Cc1cccc2ccccc12)NCC(=O)Nc1ccccc1F
  -1.4	5	-8	-1.3	-1	-1.7	0	2.6	-1.4
O=C(NCC1CCCO1)c1cc2c(=O)[nH]c3ccccc3c2s1 (stereo unspecified)
  0.4	2	-2	·	-3	-6.4	35*	-3.6	-0.8
Cc1cc(C)nc(SCC(=O)OCC(=O)N(C)c2c(N)n(Cc3ccccc3)c(=O)[nH]c2=O)n1
  0.2	11	-12	0.8	5	2.1	3	-1.4	5.2
CCc1noc(C)c1C(=O)N1CCCSC1=Nc1ccccc1C(C)C
  -0.3	?	6	1.0	?	-2.6	6	-1.2	?
Cc1ccc(C)c(NC(=O)CN(C)C(=O)c2cccc(N3C(=O)CCC3=O)c2)c1
  -1.9	10	3	-1.1	2	-3.5	1	1.0	1.1
CC(/C=N/NC(=O)c1nnn(-c2nonc2N)c1CN1CCCCC1)c1ccccc1 (stereo unspecified)
  0.3	-6	2	1.0	-8	-3.5	-1	-1.3	-1.4
CCN(C(=O)COC(=O)c1cc(-c2cccs2)nc2ccccc12)C1CCS(=O)(=O)C1 (stereo unspecified)
  1.0	-13	16	·	-3	-6.0	72*	-1.7	0.5
Fc1ccc(N/N=C/c2cccnc2)c(F)c1
  0.6	-1	9	·	-1	-0.5	3	0.1	-0.9

(more compounds)
SMILES	PfHsp40 rescue	BoNT-F LC inh	GDH-TPI counter	Mtb BioA inh	Anthrax LF inh2	FadD28 binding	Mtb FBA inh	Mtb UGM inh	BoNT-A LC inh2
O=C(NCc1ccccc1)c1cc(C2COCCN2C(=O)c2ccc(Cl)cc2)on1 (stereo unspecified)	·	6	10	0.2	3	-0.5	0	·	0.3
CSCCC(NC(=O)c1ccc(Cl)cc1Cl)C(=O)NCc1ccncc1 (stereo unspecified)	-1.1	1	1	·	-2	-0.6	2	-0.8	0.6
CCn1c(Cc2ccccc2)nnc1SCC(=O)c1cccc([N+](=O)[O-])c1	-0.8	-2	-3	9.7	0	0.2	-4	0.8	0.0
CCCc1nn2c(-c3ccccc3)nnc2o1	·	0	2	-2.4	-7	-0.6	1	·	0.8
COC(=O)c1cc2c(C)cc3ccc(C)cn3c-2c1C(=O)OC	-1.0	-10	26	-2.5	2	-0.1	-2	3.3	0.9
CC(=O)Nc1cncc(-c2ccccc2C(C)=O)n1	·	6	-4	2.3	2	-2.7	2	·	-0.2
COc1ccc(/C(O)=C2\C(=O)C(=O)N(c3cc(C)on3)C2c2cccc(OC)c2OC)cc1C (stereo unspecified)	23	-21	10	0.3	0	-3.2	8	1.3	0.0
COc1ccc(CCNC(=O)CCCc2ccccc2)cc1	-0.6	·	2	5.1	·	-0.6	1	2.1	·
CC(=O)NCc1nnc2c3ccccc3c(-c3ccccc3)nn12	0.1	0	5	3.3	-1	-1.5	2	-1.1	0.5
O=C(CSc1nnnn1-c1ccccc1)N1CCc2ccccc21	-1.7	-3	-4	-0.5	-2	-3.9	-1	-1.1	0.5
C=CCn1c(-c2ccc(Cl)cc2)ccc(C#N)c1=O	1.2	-10	-6	-2.8	-5	-4.7	1	-1.0	-1.1
O=C(NCCS(=O)(=O)N1CCN(c2ccccc2)CC1)c1cc(=O)c2ccccc2o1	·	2	12	-1.3	-8	-0.2	2	·	0.6
CC[C@H]1C(Nc2ccccc2)C[C@@H]2CCN3C(=O)CC[C@H]1[C@H]23 (stereo partly specified)	0.9	9	2	-0.8	-3	-0.9	0	·	-0.6
O=C(COc1ccccc1Cl)NCCNC(=O)c1cnccn1	-1.1	-3	1	-3.7	-3	-1.1	-1	-1.4	-2.3
O=C(Nc1ccccc1)c1ccccc1NC(=O)c1ccccc1[N+](=O)[O-]	0.7	?	3	2.0	-13	-2.6	3	0.8	-6.8
S=C(c1cccs1)N1CCCC1	0.1	10	10	1.2	3	-1.1	-3	-0.2	0.1
COc1ccc(N2CCN(C(=O)CCc3nnc4ccc(N5CCC(C)CC5)nn34)CC2)cc1	1.8	-6	10	0.5	-1	0.2	6	-0.4	1.3
Cc1ccc(NC(=O)CN2CCC(NC(=O)Cc3ccccc3)CC2)cc1C	0.2	2	7	-4.5	0	1.1	4	1.3	-0.4
CCCCCN(C(=O)COC(=O)COc1c(C)cc(C)cc1C)c1c(N)n(CCCC)c(=O)[nH]c1=O	-0.1	?	10	·	2	1.0	1	0.8	3.3
COc1ccccc1-n1ccnc(SCC(=O)NCc2ccccc2Cl)c1=O	0.8	-2	14	1.2	-5	-1.4	4	·	2.6
CC(C)(C)c1cc(NC(=O)c2cccc(S(=O)(=O)N3CCOCC3)c2)no1	-0.1	-2	0	1.2	0	1.4	0	1.6	-0.1
COc1ccc(Cc2c(-c3ccccc3)nc3ccc(Cl)cn23)c(C)c1	·	13	·	-1.3	23	-2.0	1	·	28
CCOc1cc(S(=O)(=O)Nc2ccc(Cl)cn2)ccc1Cl	6.8	?	4	-0.6	-1	-3.4	2	1.0	0.5
CC1CN(Cc2nc3c(c(=O)[nH]c(=O)n3C)n2CC(N)=O)CC(C)O1 (stereo unspecified)	2.1	-2	-13	0.7	-6	-0.3	0	-0.3	-0.1
CN(CCOc1ccc(Cl)cc1)C(=O)Cc1ccc(S(=O)(=O)N2CCOCC2)s1	3.5	0	-3	-0.5	2	·	-3	0.0	-0.7
O=C(NCC1OCCc2ccccc21)c1ccc(NC(=O)c2ccccc2Cl)cc1 (stereo unspecified)	0.2	-7	7	·	2	-1.5	3	·	0.6
COc1ccc(-c2nn(-c3ccccc3)cc2/C=N/O)cc1OC	-1.8	-22	4	·	-12	-2.2	-1	-1.1	-5.0
O=C(NCc1ccccn1)c1ccc(Cl)c(S(=O)(=O)N2CCOCC2)c1	-2.1	0	0	0.4	-3	-0.9	-1	0.8	0.3
CCOC(COC(=O)c1ccccc1C(=O)O)c1ccccc1 (stereo unspecified)	·	-4	7	-1.8	-2	-2.3	3	·	0.2
CC(C(=O)Nc1ccc(C#N)cc1)N(C)CC(=O)N(C)c1c(N)n(Cc2ccccc2)c(=O)[nH]c1=O (stereo unspecified)	-2.0	-1	-6	1.8	-2	-4.5	-4	-0.5	-0.3
Cc1cc2nc3n(c2cc1C)CC1CC(C(=O)NCC2CC2)N(C)C31 (stereo unspecified)	0.7	-8	1	-0.5	-1	-2.4	2	4.0	0.5
Cc1ccc(C(=O)NC(=S)N2CCN(c3ccccc3F)CC2)cc1	-0.2	4	9	20	-2	-1.0	2	-2.3	0.3
